# CRFR2-BP antag: antagonists of CRF-BP/CRF-R2 complex, primary screen, cell-based, HEK293, calcium dye fluorescence, uHTS | CRF-induced calcium fluorescence | inhibition, % at 11.8 µM | actives 0.59% (n = 350,000);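 active = inhibition of the ligand-induced calcium signal above about 50% at the single tested concentration, limit read from the data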
# VIM-2 inhibitor: VIM-2 metallo-beta-lactamase inhibitors, primary screen, biochemical, epi-absorbance readout, Pseudomonas aeruginosa enzyme; purified VIM-2, nitrocefin hydrolysis, epi-absorbance fluorescence; inhibition, % at 5.6 µM; actives 0.89% (n = 290,000);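 active = inhibition above the mean of all tested compounds plus 3 SD, cutoff set per screening run, cut at about 7.5% in these data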;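 also: red hydrolysis product quenches plate fluorescence so inhibitors raise well fluorescence; 0% = enzyme with DMSO and 100% = DMSO without enzyme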
# NS3 helicase inh: inhibitors of HCV NS3 helicase, primary screen, biochemical, Cy5 molecular beacon fluorescence. Hepatitis C virus NS3 helicase. NS3 helicase DNA unwinding. inhibition, % at 10.9 µM. actives 0.56% (n = 290,000). AID 1800, 2009;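 active = inhibition above the mean of all tested compounds plus 3 SD, set per campaign, cut at about 35% in these data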;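 also: 0% = DMSO wells and 100% = thioflavine S control wells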
#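 Material: hepatitis C virus NS3 helicase domain fragment enzyme; measured by: Cy5 fluorescence, 0 and 60 min reads; control set: DMSO and thioflavine S; incubation: 60 min unwinding reaction at 25 °C after ATP addition; read-out basis: % inhibition from 60/0 min fluorescence ratio, DMSO 0%, thioflavine S 100%; repeats: singlicate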
# IMP-1 inhibitor: IMP-1 metallo-beta-lactamase inhibitors, primary screen, biochemical, epi-absorbance readout, Pseudomonas aeruginosa enzyme. metallo-beta-lactamase IMP-1 (Pseudomonas aeruginosa). purified IMP-1, nitrocefin hydrolysis, epi-absorbance fluorescence. inhibition, % at 5.6 µM. actives 0.45% (n = 290,000);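 active = inhibition above the mean plus 3 SD of all compounds in the same screening run, cut at about 4.5% in these data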;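 also: 0% = IMP-1 with DMSO and 100% = DMSO wells lacking enzyme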
#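 System – purified recombinant IMP-1 beta-lactamase · Input – IMP-1 dispensed at 0.2 nM · Timing – 15 min preincubation plus 25 min reaction at 25 °C · Signal – Epi-absorbance fluorescence, 480 nm excitation, 530 nm emission · Measure – percent IMP-1 inhibition derived from blank-referenced optical density · Controls – Enzyme-plus-DMSO low control, enzyme-free DMSO high control · Replication – singlicate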
# GalR3 antag: GalR3 antagonists in HEK293 cells, primary screen, cell-based, fluorescence readout. Galanin receptor type 3 (Homo sapiens), O60755. HEK293 GalR3-CNG cAMP membrane potential fluorescence; galR3 body fused to GalR1 C-terminus. inhibition, % at 3 µM. actives 0.44% (n = 360,000). AID 651719, 2012;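 active = inhibition above the screen-wide average plus 3 SD, cut at about 13% in these data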;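 also: forskolin and galanin both at EC90 stimulate the cells; cAMP rise reported by CNG channel membrane potential dye signal; 0% = forskolin plus galanin with DMSO and 100% = forskolin alone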
# Target sequence (O60755 1-299 limits assumed): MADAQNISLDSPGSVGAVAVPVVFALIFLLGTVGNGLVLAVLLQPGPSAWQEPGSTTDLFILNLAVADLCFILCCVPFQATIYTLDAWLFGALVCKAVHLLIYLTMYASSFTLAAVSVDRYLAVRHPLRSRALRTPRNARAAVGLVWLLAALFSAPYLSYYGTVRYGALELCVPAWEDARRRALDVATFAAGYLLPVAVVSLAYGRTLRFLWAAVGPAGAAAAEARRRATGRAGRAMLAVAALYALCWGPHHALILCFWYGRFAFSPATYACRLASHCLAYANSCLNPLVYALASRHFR
# IDE cell inh: human IDE inhibitors in live cells, primary screen, fluorescence polarization, HEK cells, FAbetaB substrate. AID 434962, 2010. actives 0.41% (n = 320,000). inhibition, % at 5.59 µM. Insulin-degrading enzyme (Homo sapiens), P14735. FAbetaB cleavage;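 active = percent inhibition above the average of all tested compounds plus 3 SD, set per screening campaign, cut at about 16% in these data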;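 also: IDE supplied by intact live HEK cells; FP after avidin binding of uncleaved biotin substrate so inhibition keeps polarization high; 0% = DMSO wells and 100% = 60 µM reference IDE inhibitor Ii1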
# SUMO HTRF inh: inhibitors of in vitro SUMOylation cascade, primary screen, biochemical, HTRF, uHTS. inhibition, % at 35 µM. AID 2006, 2009. HTRF SUMOylation assay, SAE1/SAE2 + UBC9. actives 0.36% (n = 290,000). SUMO-conjugating enzyme UBC9 (Homo sapiens), P63279; in the data active = inhibition above about 50%, passing the limit was not always enough; also: strong numbers were not always called active
# Target sequence (P63279 whole entry, looked up): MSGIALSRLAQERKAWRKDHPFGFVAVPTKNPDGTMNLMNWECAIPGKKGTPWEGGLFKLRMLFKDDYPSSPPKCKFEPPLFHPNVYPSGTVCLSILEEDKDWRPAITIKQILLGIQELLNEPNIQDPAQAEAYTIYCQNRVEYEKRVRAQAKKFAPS
# IDE act: human IDE activators in live cells, primary screen, fluorescence polarization, HEK cells, FAbeta-B substrate | FAbeta-B cleavage; 0% vehicle, 100% cell-free pure enzyme wells | activation, % at 5.96 µM | actives 0.073% (n = 340,000) | AID 493087, 2011;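 active = activation above the mean of all tested compounds plus 3 SD, set per screening campaign, cut at about 17% in these data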
# pCIP destab: p/CIP-EGFP fusion destabilizers, primary screen, fluorescence, F442A cells; Q05BA5; 16 h; decrease of EGFP signal, % at 10 µM; actives 0.01% (n = 290,000); AID 1984, 2009;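 active = EGFP signal decrease of at least 30% at 10 µM or well 3 SD below plate mean, unless failing retest; inactive = the rest, including hits failing retest or dose response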; also: some compounds called inactive have numbers as strong as hits; many of its hits are not listed in these tables
# An asterisk follows results filed as active; / = not tested or not shown. Compounds as they come; any-hit rate near 3.2%.
1) O=C(N/N=C/c1cccnc1)c1ccccc1OCc1ccc(Br)cc1
2) COc1ccccc1NCC(=O)c1ccc(C)c(C)c1
3) CCN(C(=O)COC(=O)Cn1c(C)csc1=O)c1c(N)n(Cc2ccccc2)c(=O)[nH]c1=O
4) Cc1ccccc1NC(=O)c1c(C)cc(=O)oc1C
5) CC1(C(=O)Nc2ccc3ccccc3c2)CC1(Br)Br (stereo not given)
6) Cc1ccc(S(=O)(=O)N2CCN(CCc3ccccc3)CC2)c(C)c1
7) CC(NC(=O)CN(Cc1ccccc1)S(=O)(=O)c1ccccc1)c1cccnc1 (stereo not given)
8) CC1CCN(C(=O)CNC(=O)Cc2ccccc2)CC1
Assay by compound,1,2,3,4,5,6,7,8
CRFR2-BP antag,-2.3,13.1,8.2,4.5,-0.5,12.1,-2.1,-8.0
VIM-2 inhibitor,1.1,-1.6,/,-3.6,0.0,-4.0,/,-0.4
NS3 helicase inh,-5.5,-0.3,/,0.9,0.3,-19.3,/,-4.3
IMP-1 inhibitor,-3.6,-3.6,/,-1.7,-4.0,0.0,/,-1.1
GalR3 antag,0.2,-12.1,-3.4,1.1,-3.8,-13.5,-2.7,-1.1
IDE cell inh,15.6,2.3,5.3,4.5,1.4,-0.6,0.8,-4.3
SUMO HTRF inh,17.6,-4.6,/,8.4,-1.7,4.0,/,5.6
IDE act,-13.1,4.1,-1.5,5.3,7.7,-2.7,-1.9,5.5
pCIP destab,4.4,-1.7,/,-7.1,11.4,-8.3,/,-17.1

9) Cc1noc(NS(=O)(=O)c2ccc(NC(=O)Cc3ccc([N+](=O)[O-])cc3)cc2)c1C
10) CC1C(C)C(O)(c2ccccc2)CCN1C (stereo not given)
11) CC(C)(C)c1ccccc1OCCCCN1CCCC1
12) O=C1/C(=C\c2ccc(O)cc2)SC(=S)N1Cc1ccccc1
13) O=C(Oc1c(-c2ccccc2)c(=O)n2c3c(cccc13)CC2)c1ccc(F)cc1
14) CC(C)NC(=O)N(C)C[C@@H]1Oc2c(NC(=O)Nc3ccccc3)cccc2C(=O)N([C@H](C)CO)C[C@H]1C
15) CCN(CC)S(=O)(=O)c1ccc(N2CCOCC2)c(NC(=O)C23CC4CC(CC(Cl)(C4)C2)C3)c1
16) CN(C)C1=NC[C@H](Cc2ccccc2)N1CC1CCCCCC1
Assay by compound,9,10,11,12,13,14,15,16
CRFR2-BP antag,3.6,11.6,2.2,-21.8,-2.9,4.7,13.9,-13.8
VIM-2 inhibitor,2.1,-1.7,-2.9,0.5,-1.1,/,-1.3,/
NS3 helicase inh,41.6*,-1.6,-15.4,-8.4,11.0,/,6.0,/
IMP-1 inhibitor,0.9,-7.1,-3.8,1.8,-1.9,/,-2.2,/
GalR3 antag,0.3,-3.1,-8.2,-13.5,0.9,-5.7,-2.3,-9.5
IDE cell inh,-0.8,0.6,-4.6,76.8*,-1.7,-2.9,0.9,3.0
SUMO HTRF inh,-15.1,3.6,4.0,7.3,4.8,/,-12.2,/
IDE act,1.9,2.2,-1.0,-90.9,-2.5,1.1,1.5,1.8
pCIP destab,0.9,-1.7,-7.4,-13.0,2.1,/,-28.9,/

17) CC(C)(C)C(=O)n1nc(-c2ccccc2)oc1=O
18) NC(=O)[C@@H]1CCCCNc2c(F)cc([N+](=O)[O-])cc2C(=O)N[C@@H](CCCN=C(N)N)C(=O)NCC(=O)N1
19) CCOC(=O)c1ccccc1NC(=O)COC(=O)CCC1CCCC1
20) Cc1ccc([C@@H]2CC=C(C(=O)O)[C@H](c3ccccc3)N2S(=O)(=O)c2ccccc2C)cc1
21) O=C(Nc1ccc(F)cc1F)c1cc(=O)n(-c2ccccc2)c(=O)[nH]1
22) O=C(O)C1CCCCC1C(=O)Nc1cccc(Br)c1 (stereo not given)
23) COCCNC(=O)c1cnn2c1NC(c1ccco1)CC2C(F)(F)F (stereo not given)
24) O=C(NCCN1CCCc2ccccc21)C1CCC(=O)N(CCc2ccccc2)C1 (stereo not given)
Assay by compound,17,18,19,20,21,22,23,24
CRFR2-BP antag,-1.3,-1.1,-8.8,9.1,5.0,6.3,2.1,16.7
VIM-2 inhibitor,1.0,-2.4,/,/,-0.6,/,-3.5,1.1
NS3 helicase inh,1.2,-31.0,/,/,-12.3,/,-0.8,-3.1
IMP-1 inhibitor,-1.6,-1.4,/,/,-0.6,/,1.3,-2.2
GalR3 antag,-7.9,-3.9,-5.2,-3.5,-1.5,2.2,-5.5,-0.8
IDE cell inh,0.4,4.5,3.7,-0.8,5.0,0.1,2.1,-2.6
SUMO HTRF inh,21.1,13.3,/,/,1.5,/,-16.6,-5.9
IDE act,7.0,2.5,1.3,-2.6,-1.3,-0.5,4.3,1.0
pCIP destab,-3.6,2.6,/,/,3.9,/,6.3,-16.1

# Excerpt: compounds 17–18
17) CC(C)(C)C(=O)n1nc(-c2ccccc2)oc1=O
18) NC(=O)[C@@H]1CCCCNc2c(F)cc([N+](=O)[O-])cc2C(=O)N[C@@H](CCCN=C(N)N)C(=O)NCC(=O)N1
Assay by compound,17,18
CRFR2-BP antag,-1.3,-1.1
VIM-2 inhibitor,1.0,-2.4
NS3 helicase inh,1.2,-31.0
IMP-1 inhibitor,-1.6,-1.4
GalR3 antag,-7.9,-3.9
IDE cell inh,0.4,4.5
SUMO HTRF inh,21.1,13.3
IDE act,7.0,2.5
pCIP destab,-3.6,2.6

# (next part)
25) CCN1C(=O)CC(N2CCN(c3cccc(OC)c3)CC2)C1=O (stereo not given)
26) COc1ccc(N2CC(=O)N(c3ccc(OC)c(OC)c3)CC2=O)cc1OC
27) Cc1cccc(OCC(=O)NCc2ccncc2)c1C
28) O=C(CN(CC1CCCO1)C(=O)CNS(=O)(=O)c1ccc(F)cc1)NCc1ccco1 (stereo not given)
29) CCCOc1ccc(C2=CSC3=NCCN23)cc1[N+](=O)[O-]
30) COc1ccc(C(=O)NCc2nnc(SCC(=O)NCc3ccc(F)cc3)o2)cc1
31) Cc1nc(SC2CCOC2=O)c2c(C)c(C)sc2n1 (stereo not given)
32) Cc1ccc(N2CCN(/N=C/c3ccccc3[N+](=O)[O-])CC2)cc1
Assay by compound,25,26,27,28,29,30,31,32
CRFR2-BP antag,0.3,9.7,26.9,10.4,-0.6,-1.9,12.8,8.0
VIM-2 inhibitor,-2.1,-0.6,-1.0,-1.2,3.8,-1.7,-0.8,-1.9
NS3 helicase inh,-1.7,1.7,0.6,-4.8,-1.1,4.5,0.2,9.1
IMP-1 inhibitor,-1.7,-2.9,-0.8,0.3,-0.7,-1.4,-3.0,-2.1
GalR3 antag,-4.8,-0.5,5.3,-7.3,-11.6,-2.1,-3.6,-4.7
IDE cell inh,0.2,-1.8,1.0,2.7,2.3,-4.6,2.6,-1.0
SUMO HTRF inh,17.0,17.4,11.8,19.4,-6.0,12.7,-6.7,-7.4
IDE act,-2.5,3.9,0.3,0.2,0.9,5.9,1.4,-4.1
pCIP destab,-3.8,-15.5,5.6,-3.2,-3.3,-8.3,-12.1,-5.6

33) Cc1cc(NC(=O)c2ccc(Br)o2)ccc1NC(=O)c1ccco1
34) CCOc1ccc(S(=O)(=O)Nc2ccc(OC)nc2)cc1
35) c1ccc2c(c1)Nc1ccncc1S2
36) COc1cccc(CN2CCC(Oc3ccc(C(=O)N4CCCCC4)cc3)CC2)c1
37) c1ccc2c(c1)CCN2CCN1CCc2ccccc21
38) COc1ccc(C(=O)Nc2ccc(C)cn2)c(OC)c1
39) CCn1c(CN(C)c2ccccc2)nc2ccccc21
40) O=C(Cc1cccc(NC(=O)C2CCN(C(=O)CCc3ccccc3)CC2)c1)Nc1cccc(C(=O)N2CCCC2)c1
Assay by compound,33,34,35,36,37,38,39,40
CRFR2-BP antag,7.9,-5.3,-15.0,-5.0,0.5,11.6,-1.5,26.4
VIM-2 inhibitor,-1.3,-2.3,1.3,-2.6,-1.2,-1.1,-1.1,/
NS3 helicase inh,2.5,2.0,5.1,-6.8,3.4,9.2,0.1,/
IMP-1 inhibitor,-3.8,-3.1,-0.9,-1.1,0.2,0.7,-1.8,/
GalR3 antag,-7.0,-8.9,-2.0,2.7,-1.1,-5.3,-10.7,-4.6
IDE cell inh,3.3,3.8,-0.2,-4.4,-0.8,-0.3,2.2,13.6
SUMO HTRF inh,10.2,9.1,-7.8,9.4,2.4,5.7,12.5,/
IDE act,1.2,-1.8,5.7,5.5,-0.4,-1.2,-0.5,-49.0
pCIP destab,-4.9,-8.5,9.5,-5.0,-1.9,-14.5,-25.3,/

41) CCc1ccc(C(C)NC(=O)/C=C/c2ccc(Br)cc2)cc1 (stereo not given)
42) CCn1c(/C=C/c2ccccc2Cl)nc2ccccc2c1=O
43) COc1cc(NC(=O)COc2cc3oc(=O)cc(C)c3cc2Cl)cc(OC)c1OC
44) O=C(C/C=N/OCc1c(Cl)cccc1Cl)c1ccc(Cl)cc1
45) CC(=O)N1CCc2c(sc(NC(=O)C3CC3)c2-c2nc3ccccc3s2)C1
46) COc1ccc(OC)c(NC(=O)CSc2sc3c(O)cc(=O)[nH]c3c2C#N)c1
47) CC(Nc1n[nH]c(=O)[nH]c1=O)C(=O)N/N=C/c1cccs1 (stereo not given)
Assay by compound,41,42,43,44,45,46,47
CRFR2-BP antag,-10.9,6.5,-5.1,17.3,-3.6,-10.7,12.1
VIM-2 inhibitor,-8.0,0.5,0.8,-2.5,0.5,-3.1,-1.5
NS3 helicase inh,2.0,-6.8,4.4,12.7,22.5,12.4,-1.5
IMP-1 inhibitor,-5.4,0.4,-1.5,-1.5,-3.9,-0.9,-3.1
GalR3 antag,-6.6,-7.0,-8.1,-1.2,-0.6,-5.0,-1.5
IDE cell inh,-4.4,-0.6,-0.4,3.3,5.7,0.2,2.7
SUMO HTRF inh,-3.5,-3.4,-8.3,6.1,17.7,14.0,-9.5
IDE act,-3.2,-3.6,-4.9,3.2,2.9,3.8,-5.6
pCIP destab,1.2,-17.4,-9.5,-15.2,-10.2,-1.9,4.0

# Single records, as listed above. Values in the order: CRFR2-BP antag | VIM-2 inhibitor | NS3 helicase inh | IMP-1 inhibitor | GalR3 antag | IDE cell inh | SUMO HTRF inh | IDE act | pCIP destab
# Listed for c1ccc2c(c1)Nc1ccncc1S2 → -15.0 | 1.3 | 5.1 | -0.9 | -2.0 | -0.2 | -7.8 | 5.7 | 9.5
# Listed for COc1ccccc1NCC(=O)c1ccc(C)c(C)c1 → 13.1 | -1.6 | -0.3 | -3.6 | -12.1 | 2.3 | -4.6 | 4.1 | -1.7

# Screens as filed in PubChem.
